# PAX8 reporter: lowers PAX8-driven luciferase in RMG-I cells. RMG-I TPO-luciferase reporter, SteadyGlo, 24 h. inhibition, % at 12.6 µM. hit rate 1.2% among 360,000;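 active = mean replicate inhibition at least 60% with every replicate also reaching 60%; inconclusive = only one of the two criteria is met; inactive = mean below 60% and not all replicates reaching 60%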;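 note: luciferase light reporting Pax8 driven TPO promoter activity; plate controls were median of neutral control wells for no effect and mitoxantrone controls for full effect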
# PGC1a acetyl inh: modulators of PGC1a acetylation | U2OS PGC1a acetylation, AlphaScreen anti-acetyl-lysine; with virally co-expressed GCN5 acetyltransferase | inhibition, % at 15.6 µM | hit rate 0.17% among 350,000 | AID 651687;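 active = every replicate shows inhibition of at least 40%; inconclusive = mean inhibition at least 40% but some replicate below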;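 note: 0% = neutral control wells and 100% = positive control wells; some results beyond the cut were filed as inactive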
# LGR2 antag: blocks bursicon-induced cAMP signaling via Drosophila LGR2 | HEK293 LGR2, CRE-luciferase, bursicon-stimulated, 4 h | inhibition, % at 9.99 µM | hit rate 0.35% among 380,000 | AID 720647;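 active = drop in luminescence signal, shown as inhibition above about 50% in the replicate tests, limit read from the data, passing the limit was not always enough; inconclusive = probably only some replicates passing the limit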;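 note: agonist challenge used bursicon conditioned medium at about half maximal strength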
# FN deposit inh: fibronectin deposition inhibition; AH1F fibroblasts, Alexa488-fibronectin deposition fluorescence, overnight; inhibition, % at 12.6 µM; hit rate 0.086% among 350,000; AID 743247;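 active = mean inhibition across replicates of 30% or more, regardless of how many single replicates reach that level; inconclusive = mean under 30% yet at least half of replicates reach 30%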;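 note: positive control wells lacked labelled fibronectin entirely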
#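 material = AH1F fibroblast monolayer depositing Alexa488-labelled fibronectin into matrix | amount = 10000 AH1F cells/well | buffer or medium = DMEM plus 2% serum, read in PBS | incubation = 1 h cell adhesion before compound, then overnight fibronectin incubation | detection = fluorescence at 485 nm excitation, 525 nm emission | evaluation = percent inhibition as loss of matrix-bound fibronectin fluorescence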
# EWS-Fli inh: inhibitors of EWS/Fli oncoprotein transcriptional activity; A673 NR0B1-luciferase reporter, viability-normalised; inhibition, % at 12.6 µM; hit rate 0.67% among 350,000; AID 651661;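 active = mean inhibition of at least 50% after viability correction, with every replicate also passing that limit; inconclusive = mean reaches 50% but only one of two replicates passes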;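 note: firefly luciferase signal divided by Alamar Blue viability fluorescence both relative to DMSO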
# miR122 inh: miR-122 inhibition in Huh7 cells. Huh7 miR-122 Renilla luciferase sensor, 48 h; neutral wells = 0, positive control = 100. activation (reporter increase), % at 12.5 µM. hit rate 0.3% among 340,000;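 active = mean replicate activation score at least 90 and every replicate individually at or above 90; inconclusive = only one of the two criteria met; inactive = neither criterion met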;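 note: higher luciferase means less miR-122 activity so hits act as miR-122 inhibitors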
# CASP6 VEID inh: inhibitors of human caspase-6. P55212. inhibition, % at 12.5 µM. hit rate 0.53% among 350,000. purified caspase-6, Z-VEID-R110 cleavage fluorescence;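 active = mean inhibition across replicates at least about 35%, with every replicate also reaching that limit, limit read from the data; inconclusive = only one of the two criteria met; inactive = neither criterion met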;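 note: 0% = median of neutral control wells and 100% = no fluorescence left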
# Target sequence (P55212 24-179 limits assumed): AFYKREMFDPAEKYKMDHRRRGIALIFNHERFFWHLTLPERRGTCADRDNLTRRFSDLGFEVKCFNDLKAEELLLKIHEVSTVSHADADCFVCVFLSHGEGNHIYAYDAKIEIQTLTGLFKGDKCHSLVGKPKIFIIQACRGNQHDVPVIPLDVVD
# Target sequence (P55212 194-293 limits assumed): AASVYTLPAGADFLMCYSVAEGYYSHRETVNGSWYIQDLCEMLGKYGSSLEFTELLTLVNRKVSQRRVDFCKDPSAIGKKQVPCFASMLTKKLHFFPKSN
# Cneo AK release: causes C. neoformans cell lysis; hit rate 0.2% among 360,000; adenylate kinase release luminescence, 4 h; normalised: neutral wells 0, clomiphene wells 100; lysis activity, % at 15 µM; AID 651654;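 active = mean lysis activity across replicates of at least 80%, whatever share of replicates individually reach that level; inactive = mean lysis activity below 80%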
#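 Assay system: Cryptococcus neoformans yeast cells / Dosing: single-point compound dose / Timing: 4 h at 37 °C static, read 1 h later / Measured by: luminescence of released adenylate kinase using an AK detection reagent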
# Starred values were filed as active, the others as inactive; u = inconclusive; x = no result given; [ ] = remark or other dose.
SMILES,PAX8 reporter,PGC1a acetyl inh,LGR2 antag,FN deposit inh,EWS-Fli inh,miR122 inh,CASP6 VEID inh,Cneo AK release
O=C(C[C@H]1CC[C@@H]2[C@H](COC[C@H](O)CN2Cc2cccc(Cl)c2)O1)NCC1CCCCC1,14,-6,-1,-9,9,-6[16.7 µM],x,1
COc1ccc(N2CCN(C(=O)CSc3nc4nc(C)cc(C)n4n3)CC2)cc1,3,7,-5,7,-2,3,2,-2
CN(C)CCCNC(=O)[C@@H]1[C@@H](CO)[C@@H]2Cn3c(ccc(-c4ccccc4)c3=O)[C@@H]2N1C,-1,x,2,x,-11,-2[16.7 µM],-33,2
O=C(CCC(=O)Nc1ccccc1)N/N=C/c1ccccc1F,-16,-7,-1,x,-20,1,2,x
O=C1c2ccccc2C(=O)N1c1n[nH]c(CCc2ccccc2)n1,x,x,-4,x,-8,-2,-4,-1
CSc1ccc(-c2ccco2)nn1,-27,-5,-26,-11,-52,x,4,x
CC1CCCN(S(=O)(=O)c2ccc(C(=O)Nc3nnc(C4CC4)o3)cc2)C1 (configuration not stated),7,x,0,x,x,-2,-2,-7
O=C(CCn1c(=O)c2cccn2c2cccnc21)NCCCN1CCN(c2ccc(F)cc2)CC1,7,2,-3,-5,-8,-3,-1,0
COc1cccc(-c2ccc([C@H]3[C@@H](CO)N4CCCCN(C(=O)c5ccc6c(c5)OCO6)C[C@@H]34)cc2)c1,-6,-7,23,x,0,5[16.7 µM],-3,0
CN1C(=O)/C(=C/c2ccccc2OCc2ccccc2)NC1=S,-10,x,12,-3,x,-1,x,1
COC(=O)C1=C(C)N(Cc2ccccc2)C(=NCCc2ccccn2)N[C@H]1c1cccc(C(F)(F)F)c1,18,-11,-4,-4,0,-7,2,27
CCOC(=O)N/N=C(\C)c1cccs1,-48,-3,-31,x,-39,x,0,x
COc1cc(C2NC(=S)NC(C)=C2C(=O)Nc2ccc(C)cc2)ccc1O (configuration not stated),-111,2,-83,2,-91,9,1,x
CCOc1ccc(CN(C)C(=O)c2ccc3c(c2)NC(=O)C(C)S3)cc1OC (configuration not stated),15,0,-29,x,11,7,5,3
O=C(NC1CCCCC1)c1cc(S(=O)(=O)N2CCN(c3ccccc3)CC2)ccc1Cl,12,-5,14,13,17,x,0,1
CNC(=O)c1cc(C(=O)c2ccccc2C(F)(F)F)c[nH]1,1,x,-12,-1,1,x,0,x
CSCCC(NC(N)=O)C(=O)Nc1ccc2ccccc2c1 (configuration not stated),-2,x,-1,x,-11,x,-1,x
CN(C)CCNC(=O)c1ccccc1-c1cc2ccccc2c(=O)o1,-2,5,-9,-1,8,-9,-4,0
CCOC(=O)NC(=O)CSc1nnc(SCCC(=O)O)s1,-6,16,22,-3,x,3,x,x
O=C(NCC[C@@H]1CC[C@@H](NC(=O)C2CCCC2)[C@@H](CO)O1)c1cc(Cl)cc(Cl)c1,8,-11,7,x,-2,-5[16.7 µM],1,-5
O=C(O)C1(c2ccccc2)CCN(S(=O)(=O)c2ccc(Cl)cc2)CC1,1,5,3,0,3,-2,2,1
Cc1ccccc1C(=O)N1CCC(C(=O)OCC(=O)Nc2cccc([N+](=O)[O-])c2C)CC1,-2,3,-4,6,-2,x,3,x
C[C@@H]1CN([C@@H](C)CO)C(=O)c2cc(-c3ccccc3)cnc2O[C@@H]1CN(C)Cc1ccc(C(=O)O)cc1,x,2,9,-6,2,3[16.7 µM],-4,-1
O=C(NNC(=O)c1oc2ccccc2c1-n1cccc1)c1ccco1,14,-2,-1,-24,-5,x,3,x

# 12 entries from above, reformatted.
Compound	PAX8 reporter	PGC1a acetyl inh	LGR2 antag	FN deposit inh	EWS-Fli inh	miR122 inh	CASP6 VEID inh	Cneo AK release
CN1C(=O)/C(=C/c2ccccc2OCc2ccccc2)NC1=S	-10	x	12	-3	x	-1	x	1
COC(=O)C1=C(C)N(Cc2ccccc2)C(=NCCc2ccccn2)N[C@H]1c1cccc(C(F)(F)F)c1	18	-11	-4	-4	0	-7	2	27
CCOC(=O)N/N=C(\C)c1cccs1	-48	-3	-31	x	-39	x	0	x
COc1cc(C2NC(=S)NC(C)=C2C(=O)Nc2ccc(C)cc2)ccc1O (configuration not stated)	-111	2	-83	2	-91	9	1	x
CCOc1ccc(CN(C)C(=O)c2ccc3c(c2)NC(=O)C(C)S3)cc1OC (configuration not stated)	15	0	-29	x	11	7	5	3
O=C(NC1CCCCC1)c1cc(S(=O)(=O)N2CCN(c3ccccc3)CC2)ccc1Cl	12	-5	14	13	17	x	0	1
CNC(=O)c1cc(C(=O)c2ccccc2C(F)(F)F)c[nH]1	1	x	-12	-1	1	x	0	x
CSCCC(NC(N)=O)C(=O)Nc1ccc2ccccc2c1 (configuration not stated)	-2	x	-1	x	-11	x	-1	x
CN(C)CCNC(=O)c1ccccc1-c1cc2ccccc2c(=O)o1	-2	5	-9	-1	8	-9	-4	0
CCOC(=O)NC(=O)CSc1nnc(SCCC(=O)O)s1	-6	16	22	-3	x	3	x	x
O=C(NCC[C@@H]1CC[C@@H](NC(=O)C2CCCC2)[C@@H](CO)O1)c1cc(Cl)cc(Cl)c1	8	-11	7	x	-2	-5[16.7 µM]	1	-5
O=C(O)C1(c2ccccc2)CCN(S(=O)(=O)c2ccc(Cl)cc2)CC1	1	5	3	0	3	-2	2	1

# (more compounds)
SMILES,PAX8 reporter,PGC1a acetyl inh,LGR2 antag,FN deposit inh,EWS-Fli inh,miR122 inh,CASP6 VEID inh,Cneo AK release
CC(C)C[C@H]1CNC(=O)C(=O)N1C[C@@H]1CCCN1C[C@H](Cc1ccc(O)cc1)N1C[C@H](Cc2ccccc2)N(CC2CCCCCC2)C(=O)C1=O,18,x,5,-8,7,x,4,x
O=C(COc1ccccc1)Nc1cccc(-c2nn[nH]n2)c1,-14,-2,5,x,6,-1,9,-3
CN(C)c1ccc(CNc2nc(-c3ccccc3)nn2S(C)(=O)=O)cc1,-24,-4,-53,10,-13,3,-2,1
Cc1cccc(NC(=O)C2CCCN(S(=O)(=O)c3cccc4nsnc34)C2)c1 (configuration not stated),x,-2,6,x,15,-2,-3,1
CC(OC(=O)/C=C/c1cccc(C(F)(F)F)c1)C(=O)NC1CCCCC1C (configuration not stated),-9,15,11,5,0,-3,1,x
COc1ccc(NS(=O)(=O)c2cc(NC(=O)C3CCCCC3)ccc2N2CCOCC2)cc1,5,-3,20,-5,-2,x,2,x
O=C1C2CC=C(Cl)CC2C(=O)N1CCN1CCOCC1 (configuration not stated),x,-11,11,x,x,-7,x,2
Fc1cccc(Nc2nc3ccccc3n3nnnc23)c1,-13,-7,19,1,-12,1,-3,0
C(=C\c1ccccc1)/C=N/Nc1nc2ccccc2[nH]1,-72,x,-65,x,43,x,1,x
CC(=O)N1CC(=O)N2[C@@H](CO)[C@@H](c3ccc(C#CC(C)C)cc3)[C@@H]2C1,-10,-4,-20,x,-7,x,0,x
Cc1ccc(CNS(=O)(=O)c2ccc3c(c2)CCN3C(=O)CCCC(=O)O)cc1,-10,10,u,-5,12,x,-3,x
COc1ccc(C(=O)NCCS(=O)(=O)NCc2ccco2)cc1,7,3,-12,-5,-17,-3,15,4
O=C(NCc1ccc(C(F)(F)F)cc1)c1ccc(-c2ccc(F)c(F)c2)c2ccoc12,-17,6,x,-5,-6,-4,0,4
CCC(C)NC(=S)N1CCN(Cc2ccccc2)CC1 (configuration not stated),-3,x,x,1,-8,-8,-4,-1
CC=Cc1ccc2n(c1=O)C[C@@H]1[C@@H](CO)[C@H](C(=O)NC3CCCC3)N(CC3CCCCC3)[C@H]21 (mixture of isomers),6,x,11,x,6,-1[16.7 µM],3,-5
COc1ccc(/C=C2/C(=O)N=C(N)N2C)cc1OC,x,7,9,x,x,-6,x,-1
Clc1ncccc1-c1nnn(-c2ccccc2Br)n1,-93,-9,-46,-1,-57,3,-42,-1
COC(=O)C[N+](C)(C)CC#Cc1ccccc1,12,x,-5,1,2,x,2,x
CN(C)Cc1c(C(=O)N/N=C/c2ccoc2)nnn1-c1nonc1N,-17,4,-8,11,-7,-2,1,2
Cc1noc(C)c1S(=O)(=O)N(C)C[C@H]1Oc2ccc(NC(=O)CCC(F)(F)F)cc2CC(=O)N([C@H](C)CO)C[C@@H]1C,x,3,22,-4,-4,4[16.7 µM],1,2
COc1cc(/C=C/C(=O)OCC(=O)c2ccc3c(c2)NC(=O)CO3)ccc1OC(F)F,-19,1,0,6,-7,2,1,-1
COC(=O)C(=Nc1ccccc1)/C(C(=O)C(=O)N(C)c1ccccc1)=C(\O)c1ccc(Cl)cc1,-16,x,-42,-6,-2,-12,40*,x
CCC1CCCCN1Cc1ccc(CNS(=O)(=O)c2ccc3c(c2)oc(=O)n3C)o1 (configuration not stated),3,-3,x,6,x,-1,x,1
Cc1cccc(Nc2c3c(nc4ccccc24)CCC3)c1,25,-15,12,13,14,2,-2,-1
CCOC(=O)C1CCN(C(=O)COC(=O)CNC(=O)c2sc3ccccc3c2Cl)CC1,-2,-4,0,-3,6,-7,-3,-1
COc1ccc(/C=C/C(=O)Oc2ccc(C)c(C)c2)cc1OC,-11,x,2,0,-37,x,0,x
COc1ccccc1CNC(=O)C[C@H]1C[C@@H]2c3cc(NC(=O)c4cccnc4)ccc3O[C@@H]2[C@@H](CO)O1,-32,1,11,x,-6,-3[16.7 µM],-2,-1
O=C1C=C(c2cc3ccccc3s2)C[C@@H](c2ccc(Cl)cc2)C1,-14,-5,-9,-8,-12,-1,-2,-1
CCOc1cc(OCC)cc(C(=O)N2CCC[C@H]2C(=O)N2CCC[C@H]2C(=O)N[C@H](C)c2ccccc2)c1,16,x,4,-4,-1,x,-3,x
CCCC1Cc2nc(N3CCCCC3)c(C#N)cc2CO1 (configuration not stated),x,-14,x,x,-1,2,2,-3
COc1ccc(C(=O)NCc2nnc(SCC(=O)Nc3cccc(F)c3)o2)cc1,19,x,-2,1,3,x,x,x
Cn1cnc(S(=O)(=O)N[C@H]2C=C[C@@H](CC(=O)NCC3CC3)O[C@@H]2CO)c1,-1,9,3,-6,5,-3[16.7 µM],0,-8
CC1CCCCN1C(=O)c1ccc(Br)o1 (configuration not stated),-2,0,1,10,x,6,6,0
CCOc1ccc(-c2nnc(NC(=O)COc3ccccc3F)o2)cc1,-7,11,14,-5,-13,-2,1,1
Cc1ccc(N2CC(C(=O)NNC(=O)c3ccc(F)cc3)CC2=O)cc1 (configuration not stated),-15,-4,3,1,-10,0,0,0
O=S(=O)(N/N=C\c1ccc(-c2ccccc2Cl)o1)c1ccccc1,x,-17,x,19,x,1,x,-1
COc1ccccc1N(C)S(=O)(=O)c1ccc(C(=O)OCC(=O)N2CCC2)cc1,5,-8,22,x,-4,x,-5,x
Cc1ccc2[nH]c(=O)c(CN(CC3CCCO3)C(=S)Nc3ccccc3)cc2c1 (configuration not stated),18,-14,14,-6,3,1,-1,0
CCN(CC)c1ccc(C(=O)N2CCN(Cc3ccccc3)CC2)cc1,-4,2,9,-2,x,-3,x,-3

# Compound activity: PubChem, Broad Institute
